IkB sig inh = suppresses IkB signaling in ABC-DLBCL reporter cells | ABC-DLBCL IkBa-CBG/CBR dual luciferase ratio, 4 h; response scale: scaled: untreated 0%, proteasome inhibitor 100% | Potency, µM (top dose mostly 57.1 µM), inactives show at the top dose IkBa stabilization activation | 110,000 compounds, 0.04% hits | AID 445; active means well fitted curve in the direction sought with a large enough effect in the signal ratio, not every such curve was filed as active; inconclusive means small, poorly fitted or top-dose-only effect, or a change in a side signal; the % refers to the signal ratio;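 further: the direction sought is a rising ratio; 0% = basal untreated cells and 100% = reference inhibitor full response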
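Curves were fitted separately to fusion (green), unfused (red) and ratio luminescence, then classed by r2, magnitude and activity. Cells: OCI-Ly3, 4 h compound plus doxycycline at 37C; 10 uM MG-132 defined full response.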
p53ts 39C tox = p53ts cell cytotoxicity, nonpermissive temperature. AID 902. Potency, µM (highest dose often 46.1 µM), inactives show at the top dose activity change, negative = cell killing, usual class: cytotoxic. H1299-p53A138V viability at 39C, ATP luminescence, 24 h. 130,000 compounds, 1.5% hits; further: nearly all actives have a fitted effect of over 55% in size
p53ts 32C tox = kills p53ts cells at the permissive temperature; H1299-p53A138V at 32C, ATP luminescence viability, 24 h; Potency, µM (highest dose often 46.1 µM), for inactives: at the top dose activity change, negative = cytotoxicity, usual class: cytotoxic; 130,000 compounds, 0.93% hits; AID 924;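 further: 0% = DMSO and -100% = full killing by reference compound; nearly all actives have a fitted effect of over 55% in size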
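ATP-content luminescence (ATPlite) read-out after 24 h compound exposure at 32C in H1299-p53A138V cells (600/well). Tested up to 46 uM. Normalized to DMSO (0%) and 100 uM tamoxifen (100% killing); Hill-fit AC50.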
Imprint erasure = inducers of genomic imprint erasure in mouse ES cells. Potency, µM (doses to about 60.7 µM), without a hit: at the highest dose activity change, positive = activation, actives largely listed as activators. AID 1948. mouse ES Peg3-LacZ reporter, beta-gal luminescence, 40 h. 110,000 compounds, 0.02% hits;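 further: 0% = negative control wells on the plate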
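Imprint erasure is scored as LacZ activity from the silenced maternal Peg3 allele in feeder-free female ES cells cultured 40 h with LIF. Luminescence is normalized to in-plate negative controls and fitted to the Hill equation.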
Starred values were filed as active, the others as inactive; u = inconclusive; x = not tested or not shown; [ ] = dose if it differs, or a comment. Unless noted, the call rests on the fitted dose curve; in most records, active means well fitted curve in the direction sought with a large enough effect; inconclusive means small, poorly fitted or top-dose-only effect, or another doubt; inactive means no such curve, though single readings can be large; an effect the other way counts as inactive or inconclusive. Unless noted, on the % scale 0 is the no-effect control and ±100 the full control effect; potency means the concentration at half of the fitted maximal effect.

| smiles | IkB sig inh | p53ts 39C tox | p53ts 32C tox | Imprint erasure |
| --- | --- | --- | --- | --- |
| CCOC(=O)CCNC(=O)Nc1ccc2nc(C)n(Cc3cccc(Cl)c3)c(=O)c2c1 | u | -16% | -2% | -17% |
| Cc1ccc(C2CC(c3ccccc3)n3ncnc3N2)cc1 (stereo not drawn) | 3.2% | 0% | -4% | -15% |
| O=C(COc1ccc2ccccc2c1)NC1CC(=O)N(c2ccc(F)cc2)C1 (stereo not drawn) | 0.1% | 0% | -5% | 5%[10.9 µM] |
| CC(OC(=O)c1cc(=O)[nH]c2ccccc12)c1ccccc1 (stereo not drawn) | u | 8% | u | -10% |
| COC(=O)CN1C(=O)CSc2ccc(S(=O)(=O)Nc3ccc(F)c(Cl)c3)cc21 | u | -20% | 0% | 19%[10.9 µM] |
| O=C(Nc1ccccc1)N1CC2(CCN(C(=O)c3cnccn3)CC2)C1 | -0.2%[11.4 µM] | 0% | 0% | x |
| CC(=O)C1=C(C)N=c2s/c(=C/c3ccc4c(c3)OCO4)c(=O)n2C1c1ccc(N(C)C)cc1 (stereo not drawn) | 0.5% | -9% | 8% | -10% |
| COc1ccc(NC(=O)c2ccc(CN3C(=O)CCn4nc(C)cc43)cc2)c(OC)c1 | -0.8% | -22% | -4% | 4%[10.9 µM] |
| Cc1ccc(-c2nc(CNC(=O)NC3CCCCC3)c(C)o2)cc1 | u | 11% | -1% | -11%[10.9 µM] |
| CC1CCCCN1C(=O)c1cc(-c2ccc(Br)cc2)on1 (stereo not drawn) | u | 31%[activator] | 2% | 25%[10.9 µM] |
| CCOC(=O)Cc1csc(NC(=O)c2c(O)c3ccccc3n(C)c2=O)n1 | 4.3% | 11% | -6% | x |
| Cc1ccc2c(c1)c1c(n2CC(O)Cn2ccnc2C)C(=O)CCC1 (stereo not drawn) | x | 30% | 2% | x |
| c1cncc(Nc2nc(-c3cccnc3)cs2)c1 | -9.1% | 2% | 9% | -15% |
| O=S(=O)(c1ccc(NCC2CCCCC2)nc1)N1CCOCC1 | -0.1% | 1% | 5% | -10% |
| Cc1csc2nc(COc3ccc(NC(=O)COc4ccc(F)cc4)cc3)cc(=O)n12 | 0.8% | 10% | 4% | -15%[10.9 µM] |
| CCOc1ccc(-c2nc(SCC(=O)NC3CCCC3)c(-c3ccccc3)[nH]2)cc1OC | u | -4% | 7% | 2%[10.9 µM] |
| CCN(Cc1ccccc1)C(=O)c1cc(-c2ccccc2)n[nH]1 | 4.8% | -22% | -2% | 20%[10.9 µM] |
| CCOC(=O)N/N=C1/C[C@@H](O)[C@@H](O)[C@@H]2[C@@H]3C(=O)N(C4CCCCC4)C(=O)[C@H]3CC[C@@H]12 | x | 2%[9.22 µM] | 0%[9.22 µM] | x |
| COc1cc(C(=O)OCc2cc(=O)n3nc(C(C)C)sc3n2)cc(OC)c1OC | 0.4% | -20% | -7% | -6%[10.9 µM] |
| O=C1NCCN(Cc2ccc(F)cc2)C1=O | 1.0% | -21% | -1% | -12%[10.9 µM] |
| Cc1ccc(CN(C(=O)c2sc3ccccc3c2Cl)C2CCS(=O)(=O)C2)cc1 (stereo not drawn) | x | -11% | 9% | x |
| Cn1c(=O)n(C)c2cc(N3CCOCC3)c(NS(=O)(=O)c3ccc(F)cc3)cc21 | -0.6% | -5% | 11% | 10%[10.9 µM] |
| CCOc1ccc(C2=CS/C(=C(\C#N)c3nnc4n3CCCCC4)N2CC)cc1 | u | -6% | -3% | -18% |
| N#C/C(=C\C1CC=CCC1)c1nc2ccccc2[nH]1 (stereo not drawn) | 17% | -8% | -16% | x |
| CC1(C)CC(=O)C2=C(C1)NC(SCC(=O)Nc1ccccc1)=C(C#N)C2c1ccco1 (stereo not drawn) | -3.8% | 5% | 2% | -18% |
| O=C(OCC(=O)N1CCCC1)c1ccccc1OCc1ccccc1 | 0.9% | -7% | -9% | -10% |
| Clc1ccccc1-c1nc(NCc2cccnc2)c2ccccc2n1 | 1.1%[11.4 µM] | -17% | 2% | -13% |
| CCCCc1nnc(SCc2cc(=O)c3cc(F)ccc3[nH]2)n1C | 1.2% | -1% | -8% | -11%[10.9 µM] |
| Cc1cccc(OCC(=O)Nc2cccc3cccnc23)c1C | 1.9% | -26% | -5% | -4%[10.9 µM] |
| CCC(=O)N1CCN(CCN=CC2=C(O)CC(C)(C)CC2=O)CC1 | 0.8% | 21% | -2% | -8% |
| Cc1ccc(C(=O)c2oc3ccccc3c2NC(=O)C(C)Oc2ccccc2Cl)cc1 (stereo not drawn) | 0.5% | 8% | 6% | 17%[10.9 µM] |
| CCCOC(=O)c1c(NC(=O)C2c3ccccc3Oc3ccccc32)sc2c1CCCC2 | 4.7% | 17% | 5% | -14%[10.9 µM] |
| Cc1ccc(Cn2c(=O)n(CCc3ccccc3)c(=O)c3c(C)c(C)sc32)cc1 | 1.6% | 22% | 15% | 17%[10.9 µM] |
| Brc1ccc(-c2nnc(-c3ccccc3Br)o2)cc1 | 2.4% | u | u | -50%[inhibitor] |
| CCOC(=O)c1cc(C)n(-c2c(C)n(C)n(-c3ccccc3)c2=O)c1C | -1.0% | -9% | -12% | -8% |
| CCOc1cc(CNn2cn[nH]c2=S)cc(Cl)c1OCc1ccccc1F | x | -7% | -26% | x |
| COC(=O)C1CCN(S(=O)(=O)c2cc3c4c(c2)C(C)C(=O)N4CCC3)CC1 (stereo not drawn) | -0.9% | -17% | -3% | 6%[10.9 µM] |
| Cc1ccc(NC(=O)c2cc(S(=O)(=O)N3CCCc4ccccc43)ccc2F)cc1F | u | -22% | 6% | -22%[10.9 µM] |
| COC(=O)c1ccccc1NC(=O)NC1CCN(Cc2ccccc2)CC1 | 2.1% | -2% | -14% | -7% |
| CC(C)(C)C(=O)/C(=C\c1ccc([N+](=O)[O-])cc1)n1cncn1 | x | u | u | x |
| CCCOc1ccc(Oc2nc(NCC(C)C)nc(N3CCOCC3)n2)nn1 | u | -11% | 5% | 5%[10.9 µM] |
| COc1ccc(CNC(=O)c2cccn2-c2nnc(N3CCCC3)s2)c(OC)c1 | -0.4% | -12% | -3% | -6%[10.9 µM] |
| C[N+](C)([O-])Cc1cc(-c2ccccc2)ccc1O | -0.3%[11.4 µM] | -6%[9.22 µM] | 3%[9.22 µM] | -29%[10.9 µM] |
| CCOC(=O)N1CCN(S(=O)(=O)N2CCCC(C(=O)NCc3ccc(OC)cc3OC)C2)CC1 (stereo not drawn) | u | -2% | 6% | -12%[10.9 µM] |
| CC(C)=C1C(=O)C(c2ccccc2)=C2CN3C(=O)N(CCc4ccccc4)C(=O)[C@]3(C)[C@H]21 | x | 5% | 7% | -18% |
| Cc1cccc(N(Cc2nnc3n2CCCCC3)C(=O)Nc2ccccc2)c1 | 0.1% | -3% | 3% | -7% |
| O=C(c1ccc2c(c1)OCCO2)N(Cc1cccnc1)c1nc2c(Cl)cccc2s1 | 2.1% | -8% | 22% | -5%[10.9 µM] |
| Cc1nn2c(=O)cc(COC(=O)c3ccc(NC(=O)COc4ccc(Cl)cc4)cc3)nc2s1 | u | 10% | 1% | -7%[10.9 µM] |
| CN(c1ccc(C(=O)NCc2ccncc2)cc1)S(C)(=O)=O | -1.8% | 1% | 6% | 4% |
| COC(=O)[C@@]1(Cc2ccc(OC)cc2)[C@H]2c3cc(C(=O)N(C)C)n(Cc4ccc(OC(F)(F)F)cc4)c3C[C@H]2CN1C(=O)c1ccccc1 | x | 9% | 20% | -18% |

The list continues:
| smiles | IkB sig inh | p53ts 39C tox | p53ts 32C tox | Imprint erasure |
| --- | --- | --- | --- | --- |
| Oc1ccc(-c2nc3ncccn3c2Nc2ccc3c(c2)OCCO3)cc1 | u | 25% | -11% | 9% |
| CCCCOc1ccccc1C(=O)N(Cc1sccc1C)C1CCS(=O)(=O)C1 (stereo not drawn) | u | 9% | 2% | -9%[10.9 µM] |
| Cn1cccc1C(=O)NS(=O)(=O)c1ccccc1Cl | -3.0% | 2% | 1% | -9% |
| Cc1nn(CC(=O)NC2CC2)c(=O)c2cc3cc(F)ccc3n12 | -1.9% | 7% | 2% | 13%[10.9 µM] |
| O=C(Cn1nnc2ccccc2c1=O)NC1CCCc2ccccc21 (stereo not drawn) | 0.4% | -5% | 6% | -10% |
| COCCCNC(=O)CCCN1C(=O)CCn2nc(-c3cccn3C)cc21 | 2.2% | -14% | -3% | -6%[10.9 µM] |
| O=C(O)[C@@H]1CS[C@@]2(CCCN(Cc3ccccc3)C2)N1 | -0.8%[11.4 µM] | -4%[9.22 µM] | -1%[9.22 µM] | -2%[10.9 µM] |
| CCN(CC)CCCNC(=O)Cn1nc(C)n2c(cc3sccc32)c1=O | -1.4% | -13% | 1% | 18%[10.9 µM] |
| COC(=O)c1c(-c2cccs2)csc1NC(=O)CN1CCOCC1 | 3.6% | -11% | 9% | -23% |
| COc1cc(NC(=O)CN2C(=O)CCc3cc(Br)ccc32)cc(OC)c1OC | u | -9% | 5% | -12%[10.9 µM] |

Record cards, as listed above. Order of screens: IkB sig inh | p53ts 39C tox | p53ts 32C tox | Imprint erasure
Results for `C[N+](C)([O-])Cc1cc(-c2ccccc2)ccc1O` : -0.3%[11.4 µM] | -6%[9.22 µM] | 3%[9.22 µM] | -29%[10.9 µM]
Results for `COC(=O)c1c(-c2cccs2)csc1NC(=O)CN1CCOCC1` : 3.6% | -11% | 9% | -23%
Results for `Cc1ccc(NC(=O)c2cc(S(=O)(=O)N3CCCc4ccccc43)ccc2F)cc1F` : u | -22% | 6% | -22%[10.9 µM]
Results for `COc1ccc(NC(=O)c2ccc(CN3C(=O)CCn4nc(C)cc43)cc2)c(OC)c1` : -0.8% | -22% | -4% | 4%[10.9 µM]
Results for `CC(C)(C)C(=O)/C(=C\c1ccc([N+](=O)[O-])cc1)n1cncn1` : x | u | u | x

The main list resumes; the 3 compounds before the break are reprinted first.
| smiles | IkB sig inh | p53ts 39C tox | p53ts 32C tox | Imprint erasure |
| --- | --- | --- | --- | --- |
| CCN(CC)CCCNC(=O)Cn1nc(C)n2c(cc3sccc32)c1=O | -1.4% | -13% | 1% | 18%[10.9 µM] |
| COC(=O)c1c(-c2cccs2)csc1NC(=O)CN1CCOCC1 | 3.6% | -11% | 9% | -23% |
| COc1cc(NC(=O)CN2C(=O)CCc3cc(Br)ccc32)cc(OC)c1OC | u | -9% | 5% | -12%[10.9 µM] |
| CN(CC(=O)O)Cc1c[nH]c2ccccc12 | -0.4%[11.4 µM] | -2%[9.22 µM] | 1%[9.22 µM] | -13%[10.9 µM] |
| O=C1C=C(O)c2ccccc2C1=O | x | 11% | -9% | -4% |
| Cc1cccc(CNC(=O)c2cnc3sc(N4CCCCC4)nn3c2=O)c1 | -4.4% | -18% | -2% | 10%[10.9 µM] |
| O=S(=O)(NCc1cn2ccccc2n1)c1cc(F)ccc1F | -1.6% | -2% | 0% | -13% |
| CC1Cc2ccccc2N1C(=O)CSc1nnc(-c2ccc(S(=O)(=O)N3CCCC3)cc2)o1 (stereo not drawn) | 0.8% | 8% | 4% | -5% |
| COc1ccc(C2C(C(=O)NCc3ccco3)CCC(=O)N2c2ccc(OC)cc2)cc1 (stereo not drawn) | -0.6% | 1% | 1% | 1% |
| COc1ccc(O)c(C=Nc2cc(C)on2)c1 | 5.9% | 6% | 7% | -11% |
| COc1ccc(C(=O)N2CCC3(CCN(C(=O)Nc4cccc(C#N)c4)CC3)CC2)cc1 | -1.0%[11.4 µM] | -9% | -1% | x |
| CCOC(=O)c1ccc(NS(=O)(=O)c2cc(-c3nnnn3CC)ccc2OC)cc1 | -1.0% | 3% | 33%[activator] | -13% |
| COc1ccc(C(=O)NCCn2ccc3ccccc32)c(OC)c1 | 2.0% | -14% | 7% | -17% |
| Cc1cccc(C(=O)NC(=O)Nc2ccc(-c3cc(C(F)(F)F)nn3-c3ccccc3)cc2)c1 | u | -29% | -11% | -15%[10.9 µM] |
| C=CCn1c(SCC(=O)Nc2cc(C)ccc2C)nnc1-c1cnccn1 | -1.2% | 13% | 4% | -3% |
| O=C(NCc1ccc(Cl)cc1)C1CCCN(C(=O)c2cnn(-c3ccc(F)cc3)c2-n2cccc2)C1 (stereo not drawn) | u | -15% | 17% | 5%[10.9 µM] |
| Cc1nc(C)c(-c2csc(NCc3ccccc3)n2)s1 | 5.2% | -13% | -3% | -29% |
| COc1ccccc1C(=O)Nc1cccc(C(=O)OCc2cc(=O)n3c4c(sc3n2)CCCC4)c1 | u | 3% | -5% | -5%[10.9 µM] |
| Cc1cc(OCC(=O)N2CCOCC2)ccc1NC(=O)C1CCCCC1 | -0.7% | -5% | 9% | 2% |
